# UTI89 phage lysis: protection from phage-mediated lysis, alamar blue read-out – E. coli UTI89, K1F phage, bacterial capsule biogenesis inhibitors (AID 488966) | E. coli UTI89 K1F phage lysis, alamar blue, 2 h; higher % means a stronger effect | one-dose inhibition, % at 100 µM; IC50 in µM for titrated hits | 340,000 tested, 0.02% active;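 active = phage lysis inhibition, versus mean bacterial control, above a set limit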;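 also: capsule biogenesis inhibitors block K1F phage lysis so surviving cells raise fluorescence; higher fluorescence means more inhibition of phage lysis; actives were called in the ten point dose series up to 300 µM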
# GPR55 activation: selective activators of receptor GPR55 – imaging, U2OS cells, beta-arrestin-GFP redistribution, primary screen (AID 1961). U2OS GPR55 beta-arrestin-GFP redistribution imaging; higher % means a stronger effect. one-dose activation, % at 10 µM; EC50 in µM for titrated hits. 290,000 tested, 0.048% active;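 active = activation above 40% with more than 50 cells counted in the well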;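 also: U2OS osteosarcoma cells stably expressing GPR55 and beta-arrestin-GFP; plate controls were DMSO negative control for no effect and LPI positive control for full effect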
# Rac1 GTP hydrolysis: MgcRacGAP GTPase-activating activity inhibitors, confirmation, biochemical, ADP Hunter fluorescence. MgcRacGAP-stimulated Rac1 GTP hydrolysis, ADP Hunter fluorescence; higher % means a stronger effect; GST-tagged Rac1 F28L mutant substrate. inhibition, % at 30 µM; hits with a dose series show IC50 in µM. 340,000 tested, 0.6% active;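 active = first-screen hits whose inhibition reached a set limit at any dose in the follow-up dose series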;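 also: fluorescence reports GDP produced by GAP-driven GTP hydrolysis; strong numbers were not always called active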
# GPR35 arrestin U2OS: GPR35 antagonists blocking zaprinast-driven arrestin recruitment, primary screen, imaging, U2OS, beta-arrestin-GFP, zaprinast agonist (AID 2058); U2OS GPR35 beta-arrestin-GFP translocation imaging, zaprinast antagonism; higher % means a stronger effect; one-dose inhibition, % at 10 µM; IC50 in µM for titrated hits; 290,000 tested, 0.052% active;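 active = inhibition of at least 50% with at least 30 cells and total cytoplasm GFP at most 10,000,000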
# KOR beta-arrestin-1: KOR agonists, beta-arrestin recruitment, primary screen, cell-based, luminescence, uHTS (AID 1777); KOR beta-arrestin recruitment, luminescence; higher % means a stronger effect; 280,000 tested, 0.02% active; activation, % at 10 µM, or EC50 in µM where a hit was titrated; in the data active = activation above about 50%, passing the limit was not always enough; also: a part of the inactive calls stands beside numbers as strong as those of hits
# GPR55 LPI antagonism: GPR55 antagonists blocking LPI-driven arrestin recruitment, primary screen, imaging, U2OS, beta-arrestin-GFP, LPI agonist (AID 2013); 290,000 tested, 0.13% active; U2OS GPR55 beta-arrestin-GFP translocation imaging, LPI antagonism; higher % means a stronger effect; one-dose inhibition, % at 10 µM; IC50 in µM for titrated hits;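 active = spots per cell inhibited over 60%, with over 100 cells counted and total cytoplasm intensity under 500,000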;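 also: U2OS cells stably carrying GPR55 and arrestin-GFP stimulated by 5 µM LPI near EC80; imaged beta-arrestin-GFP aggregate spots per cell after agonist stimulation; plate controls were LPI-stimulated DMSO wells for no effect and DMSO wells without LPI for full effect; some results filed as inactive read as strong as hits; confirmed hits need IC50 under 10 µM and bright autofluorescent wells are also inconclusive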
# KOR beta-arrestin-2: kappa opioid receptor blockers – cell-based, luminescence, uHTS (AID 1778) | inhibition, % at 10 µM; hits with a dose series show IC50 in µM | KOR beta-arrestin recruitment, luminescence, antagonist mode; higher % means a stronger effect | 290,000 tested, 0.091% active; in the data active = inhibition above about 50%; also: strong numbers were not always called active
# NTR1 ag: agonists of NTR1, primary screen, imaging, U2OS cells, beta-arrestin-GFP, high content (AID 493036). P30989. NTR1-U2OS beta-arrestin-GFP spot imaging, agonist mode. activation, % at 20 µM. 330,000 tested, 0.17% active;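 active = activation at or above 40% of the spot to cytoplasm intensity ratio, with at least 20 cells analyzed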;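 also: 0% = DMSO without peptide and 100% = 100 nM NTR1 peptide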
# Target sequence (P30989 whole entry, looked up): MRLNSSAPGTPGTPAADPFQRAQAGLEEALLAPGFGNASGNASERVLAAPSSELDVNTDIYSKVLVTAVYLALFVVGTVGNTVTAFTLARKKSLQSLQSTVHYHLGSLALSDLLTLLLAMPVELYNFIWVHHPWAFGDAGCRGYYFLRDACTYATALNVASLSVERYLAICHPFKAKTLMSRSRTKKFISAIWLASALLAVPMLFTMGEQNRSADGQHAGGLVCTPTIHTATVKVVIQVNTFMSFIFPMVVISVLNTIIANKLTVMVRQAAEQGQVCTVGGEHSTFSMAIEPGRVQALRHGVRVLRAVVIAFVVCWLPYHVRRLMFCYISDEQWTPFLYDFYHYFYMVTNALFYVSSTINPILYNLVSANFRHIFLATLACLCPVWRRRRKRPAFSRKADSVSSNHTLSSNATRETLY
# NOD1 NF-kB reporter: NOD1 signaling inhibitors, primary screen, cell-based, luminescence, uHTS (AID 1578); NOD1-driven NF-kB luciferase reporter cells, luminescence; higher % means a stronger effect; one-dose inhibition, % at 4 µM; EC50 in µM for titrated hits; 290,000 tested, 1% active; in the data active = inhibition mostly above about 36%, no sharp cut-off; inactive = mostly below about 34%;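 also: HEK-293T reporter cells stimulated with the NOD1 agonist gamma-tri-DAP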
# NTR1 ag cell count 20 µM: also measured in NTR1 ag; calls as there; cell count; measured here: cell count, cytotoxicity flag
# Numbers without * were called inactive; . = not tested or not shown; [ ] = dose if it differs, or a comment. This is a subset, so the mix of outcomes need not match the whole.
SMILES,UTI89 phage lysis,GPR55 activation,Rac1 GTP hydrolysis,GPR35 arrestin U2OS,KOR beta-arrestin-1,GPR55 LPI antagonism,KOR beta-arrestin-2,NTR1 ag,NTR1 ag cell count 20 µM,NOD1 NF-kB reporter
O=C(NC(=S)Nc1ccc(N2CCOCC2)cc1)c1cccc([N+](=O)[O-])c1,1.1%,-0.4%,15%,-3%,-3.0%,13%,.,0.7,63,-32%
Cc1ccc(S(=O)(=O)NC(CC(=O)O)c2ccccc2)c(C)c1 (stereo not drawn),2.1%,0.4%,4%,-5%,2.7%,-9%,6%,0.5,55,35%
Nn1c(C2CCC2)nc2cc(Cl)ccc2c1=O,1.5%,-0.2%,7%,-3%,-5.2%,-30%,-24%[20 µM],-0.2,50,-31%
O=c1[nH]c(SCC2CCCCO2)nc2ccccc12 (stereo not drawn),-0.1%,-0.3%,-1%,-4%,0.6%,1%,30%,1.7,78,-25%
COc1ccccc1OCC(=O)Nc1ccccc1C(=O)NCc1ccco1,3.0%,0.2%,2%,-13%,-7.4%,21%,-12%,-1.5,28,-10%
C=CCn1c(=O)c(C(=O)Nc2ncccc2O)c(O)c2ccccc21,-1.2%,0.4%,-1%,-11%,-0.9%,6%,-69%[20 µM],2.7,49,41%
O=C(O)C1CC1c1ccc(Br)cc1 (stereo not drawn),0.4%,-0.1%,12%,13%,3.9%,4%,-33%,0.3,39,-20%
CCOc1ccc(NC(=O)CN(C)C(=O)C2CCCC2)cc1OCC,0.6%,-0.6%,6%,4%,-6.9%,3%,-4%,0.4,48,-30%
CC(=O)Oc1cc2c(C(C)=O)coc2c2ccccc12,0.1%,0.1%,0%,-17%,1.0%,-3%,-7%,-0.6,89,-33%
Cc1nc2ccccc2n1/N=C/c1ccc([N+](=O)[O-])s1,-2.8%[50 µM],1.4%,11%,3%,7.0%,3%,19%,3.6,56,48%
Cc1cc(C)c(NC(=O)CN)c(C)c1,0.5%,0.2%,9%,-11%,-0.8%,6%,15%[20 µM],-1.8,92,-22%
O=C(O)c1ccccc1C(=O)NNc1ccc(F)cc1F,0.5%,0.4%,7%,1%,-1.9%,-2%,8%,2.2,89,-56%
COc1ccc(-n2nnnc2-c2nc3ccccc3s2)cc1,4.5%,-0.2%,2%,-3%,-2.6%,10%,-12%,1.1,39,-58%
CCCCOC(=O)Cn1cnc2ccc(Br)cc2c1=O,1.3%,-0.1%,1%,14%,-2.7%,5%,18%,7.7,58,39%
COc1ccccc1NC(=O)CSc1nnc(CCC(=O)Nc2ccccc2F)n1C,0.5%,-0.3%,10%,3%,2.5%,-12%,4%,0.1,52,-3%
Cc1cc([N+](=O)[O-])nn1Cc1ccccc1F,3.7%,-0.1%,1%,9%,2.8%,26%,-30%,-1.9,68,16%
CC(C)n1c(N2CCN(C(=O)Nc3ccc(F)cc3F)CC2)nc2ccccc21,3.7%,-0.1%,5%,2%,6.1%,-24%,-31%,12,51,39%
COc1ccc(NC(=O)COc2ccccc2)cc1Cl,0.3%,-0.1%,11%,-6%,-3.1%,-23%,3%[20 µM],-0.4,60,-26%
Cc1ccc(-n2c(-c3ccc(Cl)cc3)c[n+]3c2CCC3)cc1,1.0%,0.4%,14%,-6%,2.7%,7%,16%,0.8,48,8%
CN(C)c1ccc(CNC(=O)CN2C(=O)COc3ccc(S(=O)(=O)N4CCCC4)cc32)cc1,0.1%,-0.2%,-1%,-4%,2.5%,7%,-12%,0.8,68,-8%
Cc1ccc(NC(=O)COc2cccc3ccc(C)nc23)c(Br)c1,0.8%[50 µM],1.0%,7%,-16%,-3.0%,-2%,-19%,34,62,23%
CN[C@H]1CCc2cc(OC)c(OC)c(OC)c2-c2ccc(N(C)CC(OC)OC)c(=O)cc21,-0.1%,-0.1%,-2%,6%,-4.6%,-20%,2%,6.4,106,-4%
Cc1ccc(-n2nnnc2SCC(=O)N2CCc3ccccc3C2)cc1,3.5%,0.2%,-1%,-10%,-7.1%,16%,10%,7.2,77,-27%
O=C(CCc1nnc(CCCCc2ccccc2)o1)N(CCO)Cc1ccccc1,0.0%,0.3%,9%,1%,0.5%,10%,-25%,-0.5,61,-32%
CCn1c(=O)[nH]c2cc(C(=O)N3CCN(c4ccccc4)CC3)ccc2c1=O,-0.1%,0.3%,5%,-4%,-1.6%,-7%,-12%,2.9,48,-12%
CC(=O)c1cccc(NC(=O)CCn2c(=O)oc3ccccc32)c1,0.6%,0.9%,5%,6%,3.1%,9%,-27%,-2.9,42,-12%
O=C(Cc1cccs1)NCCc1ccc(F)cc1,-2.3%,-0.1%,-12%,1%,-3.0%,8%,13%,0.0,42,-12%
COc1cc(Cl)c(C)cc1NC(=O)COC(=O)C(NS(=O)(=O)c1ccc(Cl)cc1)C(C)O (stereo not drawn),-0.2%[50 µM],0.0%,9%,16%,16%,2%,-25%,6.7,64,-27%
COc1cccc(C2NC(=O)NC(O)(C(F)(F)F)C2C(=O)c2cccnc2)c1OC (stereo not drawn),0.3%,-0.1%,11%,7%,3.9%,6%,13%,-0.2,74,-5%
CC/C(=N/NC(=O)c1ccc(Br)o1)c1ccc(Cl)cc1,2.7%[50 µM],-0.3%,6%,-7%,1.6%,5%,7%,4.3,76,-10%
CC(O)CNCCNCc1c(OCc2ccccc2)ccc2ccccc12 (stereo not drawn),2.0%,-0.2%,-4%,4%,-0.7%,4%,-5%,-0.6,49,.
Cc1ccc(NNC(=O)c2cc(C)on2)c(C)c1,2.9%,-0.1%,-3%,6%,3.5%,6%,16%,0.4,53,-3%
COc1ccc(OCCN(C)Cc2c(O)ccc3ccccc23)cc1,-0.1%,-0.1%,14%,19%,-1.1%,1%,-7%,1.4,41,1%
CCn1c(SCC(=O)Nc2ccc(C)cc2)nc2nc3c(cc2c1=O)COC(C)(C)C3,-0.3%,0.3%,-5%,-4%,1.3%,2%,-13%,-0.6,51,-4%
Cn1c(SCc2nc(-c3ccccc3)no2)nnc1-c1ccco1,1.0%,0.3%,0%,12%,0.8%,6%,18%,-0.6,56,9%
Cc1ccc(-c2nc3cc(N)ccc3o2)cc1Br,0.0%,0.1%,3%,4%,3.8%,-2%,-54%[20 µM],1.7,56,-101%
COc1ccc2nc(NC(=O)CSc3nc(C)cc(C)n3)sc2c1,-0.5%,-0.1%,4%,0%,9.7%,-11%,-17%,-0.1,79,20%
CCOCc1nnc(NC(=O)CCS(=O)(=O)Cc2ccccc2)s1,0.3%,-0.2%,3%,1%,0.3%,-2%,-23%,-1.8,42,-9%
CCN(CC)S(=O)(=O)c1ccc(N2CCN(CCOc3ccc(OC)cc3)CC2)nc1,0.3%,-0.3%,3%,15%,-2.6%,-3%,-17%,1.2,41,22%
CCC(=O)n1nc(-c2cccnc2)nc1NCc1ccccc1,1.3%,0.1%,3%,-13%,-3.4%,6%,6%,.,.,-13%
Cc1ccc(NC(=O)CN(C)C(=O)CN2C(=O)NC(C)(c3ccccc3)C2=O)cc1 (stereo not drawn),5.3%,-0.2%,6%,11%,-1.2%,-6%,19%,0.1,65,1%
COCCSc1ccccc1C(=O)Nc1nnc(COC)s1,0.1%,-0.2%,2%,8%,2.2%,-5%,-14%,-1.2,75,-18%
CCCC(=O)Nc1ccc2oc(-c3ccncc3)nc2c1,0.0%,-0.1%,7%,2%,1.2%,27%,-16%,-2.1,90,-30%
C=Cn1cc[n+](CC(=O)c2ccc(C)cc2)c1,-0.2%,0.8%,1%,-6%,4.3%,14%,-8%,0.5,38,14%
Cn1c(SCC(=O)NNC(=O)Cc2ccccc2)nnc1-c1ccc(Cl)cc1,0.6%,-0.3%,8%,22%,-2.0%,-3%,-28%,-1.8,77,-26%
Cc1oc(-c2cccs2)nc1CS(=O)CC(=O)NCCc1ccccc1 (stereo not drawn),1.0%,0.2%,4%,3%,5.0%,1%,8%,-1.9,87,-24%
O=C(c1cc2ccccc2oc1=O)N(Cc1ccc2c(c1)OCO2)Cc1ccco1,0.0%,-0.1%,7%,-4%,5.6%,12%,16%,1.5,70,-2%
CN1C2C=C3C(C#N)=C(N)C(C#N)(C#N)[C@@H](c4cccs4)C3C1CC2 (stereo partly drawn),0.4%,-0.1%,4%,-1%,0.4%,6%,1%,1.2,73,-5%
COc1ccc(CN(C(C)=O)c2cccc(C)c2C)cc1,0.8%,-0.1%,9%,-4%,6.4%,-22%,-74%,-1.2,34,0%
COc1cc(Cl)ccc1OCc1cc(C(=O)N2CCCCCCC2)no1,0.1%,-0.1%,12%,24%,-4.0%,-11%,15%,-0.9,72,7%
Cc1sc(NC(=O)c2cccnc2)nc1-c1ccccc1,-0.3%,-0.1%,-4%,-2%,-5.8%,-3%,-16%[20 µM],2.6,50,-24%
O=C(NC1CCSC1=O)C1CC(=O)N(c2ccc(F)cc2)C1 (stereo not drawn),0.2%,0.2%,6%,-10%,-3.7%,-5%,-2%,-1.5,47,-10%
Cc1ccc(C(=O)NC(=S)Nc2ccc(N3CCN(C(=O)c4ccco4)CC3)cc2)cc1,0.1%,0.0%,9%,-8%,4.7%,8%,9%,2.1,70,4%
COc1ccc(/C=N/OCc2ccccc2C#N)c(OC)c1,0.0%,0.0%,6%,-14%,-4.5%,3%,-3%,2.0,82,-6%
CCOC(=O)CCn1cc(F)c(=O)n(Cc2ccccc2)c1=O,0.1%,-0.1%,3%,14%,.,-5%,0%,0.1,83,5%
S=C(Nc1cccnc1)NC1CCCC1,-4.4%,-0.3%,6%,1%,-0.2%,-8%,4%,-2.3,66,-29%
O=C(Cc1cccs1)NCc1cccc(C(F)(F)F)c1,0.1%,0.0%,7%,-7%,-1.7%,1%,7%,-0.5,99,-6%
CC(C)C(NC(=O)OCc1ccccc1)C(=O)O (stereo not drawn),1.7%,0.2%,-7%,4%,0.9%,4%,-10%,0.5,75,4%
O=C(O)CN1C(=O)CNC1=O,-2.1%,1.1%,6%,-1%,-4.0%,7%,41%,0.4,83,-21%

# Whole records, looked up by structure. Values in the order: UTI89 phage lysis	GPR55 activation	Rac1 GTP hydrolysis	GPR35 arrestin U2OS	KOR beta-arrestin-1	GPR55 LPI antagonism	KOR beta-arrestin-2	NTR1 ag	NTR1 ag cell count 20 µM	NOD1 NF-kB reporter
# Profile of CC(C)C(NC(=O)OCc1ccccc1)C(=O)O (stereo not drawn) = 1.7%	0.2%	-7%	4%	0.9%	4%	-10%	0.5	75	4%
# Profile of O=C(O)CN1C(=O)CNC1=O = -2.1%	1.1%	6%	-1%	-4.0%	7%	41%	0.4	83	-21%
